Source: PubChem
Myeloid diff MLP = induction of myeloid progenitor differentiation, primary screen, cell-based, flow cytometry, MLPCN library; calls only at 10 µM; ER-HoxA9 myeloid progenitors, lysozyme-GFP differentiation; AID 624256, 2012; hit rate 1% among 360,000;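 active means normalized GFP-positive differentiation at or above the plate's own cutoff, the solvent-only control mean plus 3 SD; inconclusive means no clear call, values can overlap the other calls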;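 further: cells exposed to compound for four days before flow analysis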
GPR55 LPI antagonism = GPR55 antagonists blocking LPI-driven arrestin recruitment, primary screen, imaging, U2OS, beta-arrestin-GFP, LPI agonist (AID 2013). G-protein coupled receptor 55 (Homo sapiens). U2OS GPR55 beta-arrestin-GFP translocation imaging, LPI antagonism; higher % means a stronger effect. one-dose inhibition, % at 10 µM; IC50 in µM for titrated hits. hit rate 0.13% among 290,000;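 active means spots per cell inhibited over 60%, with over 100 cells counted and total cytoplasm intensity under 500,000; inconclusive means wells with under 100 cells, flagged as likely toxic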;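 further: U2OS cells stably carrying GPR55 and arrestin-GFP stimulated by 5 µM LPI near EC80; imaged beta-arrestin-GFP aggregate spots per cell after agonist stimulation; plate controls were LPI-stimulated DMSO wells for no effect and DMSO wells without LPI for full effect; some results filed as inactive read as strong as hits; confirmed hits need IC50 under 10 µM and bright autofluorescent wells are also inconclusive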
SIAH1 antagonists = Siah-1 peptide-binding antagonists, primary screen, biochemical, fluorescence polarization, rhodamine-plectin, uHTS (AID 1817) | Siah-1 / rhodamine-plectin peptide fluorescence polarization; higher % means a stronger effect | hit rate 0.02% among 290,000 | E3 ubiquitin-protein ligase SIAH1 (Homo sapiens) | one-dose displacement, % at 20 µM; IC50 in µM for titrated hits;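 active means displacement of at least 50% at 20 µM, with a fluorescence ratio check between 0.3 and a set limit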;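 further: plate controls were Siah plus tracer with DMSO for no effect and tracer alone without Siah for full effect; strong numbers were not always called active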
NTR1 ag = agonists of NTR1, primary screen, imaging, U2OS cells, beta-arrestin-GFP, high content (AID 493036). NTR1-U2OS beta-arrestin-GFP spot imaging, agonist mode. activation, % at 20 µM. hit rate 0.17% among 330,000;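 active means activation at or above 40% of the spot to cytoplasm intensity ratio, with at least 20 cells analyzed; inconclusive means wells under 20 cells, flagged as cytotoxic or low count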;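 further: 0% = DMSO without peptide and 100% = 100 nM NTR1 peptide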
Target sequence (P30989 whole entry, looked up): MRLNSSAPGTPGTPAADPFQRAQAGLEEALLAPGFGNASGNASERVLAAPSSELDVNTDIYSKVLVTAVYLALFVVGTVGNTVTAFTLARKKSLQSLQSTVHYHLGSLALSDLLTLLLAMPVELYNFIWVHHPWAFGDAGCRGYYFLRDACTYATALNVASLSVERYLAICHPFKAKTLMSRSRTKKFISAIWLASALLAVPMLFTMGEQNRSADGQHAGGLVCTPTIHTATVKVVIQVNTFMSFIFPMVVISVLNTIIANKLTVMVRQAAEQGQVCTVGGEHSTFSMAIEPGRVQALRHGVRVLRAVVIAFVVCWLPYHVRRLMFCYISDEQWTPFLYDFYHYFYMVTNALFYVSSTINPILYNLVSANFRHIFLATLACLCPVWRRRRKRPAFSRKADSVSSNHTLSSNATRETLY
GPR35 arrestin U2OS = GPR35 antagonists blocking zaprinast-driven arrestin recruitment, primary screen, imaging, U2OS, beta-arrestin-GFP, zaprinast agonist (AID 2058) | U2OS GPR35 beta-arrestin-GFP translocation imaging, zaprinast antagonism; higher % means a stronger effect | inhibition, % at 10 µM, or IC50 in µM where a hit was titrated | G-protein coupled receptor 35 (Homo sapiens) | hit rate 0.052% among 290,000;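 active means inhibition of at least 50% with at least 30 cells and total cytoplasm GFP at most 10,000,000; inconclusive means under 30 cells or total GFP of 10,000,000 plus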
Salmonella PhoP GFP = inhibitors of PhoP regulon expression, primary screen, Salmonella Typhimurium, GFP reporter (AID 1863). S. Typhimurium PhoP-regulated promoter GFP reporter, 4 h; higher % means a stronger effect. inhibition, % at 50 µM; hits with a dose series show IC50 in µM. hit rate 0.16% among 300,000;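 active means inhibition over 29.93%, a cutoff 3 SD above the screen mean, later confirmed by dose response; inconclusive means inhibition over 29.93% but no dose response follow-up; inactive means inhibition at most 29.93% or unconfirmed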;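 further: 0% = low Mg2+ inducing control and 100% = high Mg2+ repressing control; strong numbers were not always called active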
Rac1 GTP hydrolysis = MgcRacGAP GTPase-activating activity inhibitors, confirmation, biochemical, ADP Hunter fluorescence; inhibition, % at 30 µM; hits with a dose series show IC50 in µM; AID 624330, 2012; Rac GTPase-activating protein 1 (Homo sapiens); hit rate 0.6% among 340,000; MgcRacGAP-stimulated Rac1 GTP hydrolysis, ADP Hunter fluorescence; higher % means a stronger effect; GST-tagged Rac1 F28L mutant substrate;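 active means first-screen hits whose inhibition reached a set limit at any dose in the follow-up dose series; inconclusive means inhibition above the set first-screen limit but never retested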;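 further: fluorescence reports GDP produced by GAP-driven GTP hydrolysis; strong numbers were not always called active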
HIV peptide binding = inhibitors of HIV fusion peptide binding, primary screen, biochemical, uHTS, fluorescence dequenching (AID 1986); cell-free peptide binding, fluorescence dequenching, 30 min; higher % means a stronger effect; inhibition, % at 20 µM, or IC50 in µM where a hit was titrated; hit rate 0.3% among 290,000; in the data active means inhibition mostly above about 52%, no sharp cut-off; inactive means mostly below about 76%; further: some results filed as inactive read as strong as hits
LYP inhibition = inhibitors of LYP phosphatase, biochemical, fluorescence intensity, uHTS (AID 1779) | Tyrosine-protein phosphatase non-receptor type 22 (Homo sapiens) | inhibition, % at 11.5 µM, or IC50 in µM where a hit was titrated | recombinant LYP phosphatase, fluorescence intensity; higher % means a stronger effect | hit rate 0.054% among 290,000; in the data active means inhibition above about 50%;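 further: plate controls were vehicle with enzyme for no effect and no enzyme for full effect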
NTR1 ag cell count 20 µM = also measured in NTR1 ag; calls as there; cell count; measured here: cell count, cytotoxicity flag
Myeloid diff MLP GFP+ MAC1+ % = also measured in Myeloid diff MLP; calls as there; GFP+ MAC1+ double positive, %; measured here: differentiation confirmed by MAC1 staining
An asterisk follows results filed as active; i = inactive; ? = inconclusive; / = not tested or not shown. Hits appear at their usual frequency. Share with any hit: about 2.4%.

SMILES	Myeloid diff MLP	Myeloid diff MLP GFP+ MAC1+ %	GPR55 LPI antagonism	SIAH1 antagonists	NTR1 ag	NTR1 ag cell count 20 µM	GPR35 arrestin U2OS	Salmonella PhoP GFP	Rac1 GTP hydrolysis	HIV peptide binding	LYP inhibition
Cc1cc(=O)n(CC(=O)O)c2ccccc12	i	1.5	4%	3%	-1.0	56	21%	0%	4%	-1.5%	-6%
CCc1nc2c(c(=O)c3ccccc3n2C)c(=O)n1-c1ccc(F)cc1	i	0.4	4%	-2%	0.9	67	3%	-5%	6%	-3.2%	-1%
O=S1(=O)CCO[C@H]2Cc3ccccc3[C@H]2N1Cc1ccc(Cl)cc1	i	2.3	-3%	-2%	6.6	61	6%	/	9%	0.5%	-10%
O=C(Cc1csc(N2CCOCC2)n1)N/N=C/c1ccccc1C(=O)O	i	0.3	-9%	0%	2.2	54	0%	-11%	12%	0.2%	1%
COc1ccc(NC(=O)CCNS(=O)(=O)c2ccc(Br)s2)cc1	i	9.0	21%	0%	-0.4	41	9%	7%	-4%	-0.6%	-3%
Fc1ccc(-c2cnn3c(-c4ccncc4)ccnc23)cc1	i	0.2	-13%	15%	0.4	72	-13%	-7%	11%	-2.3%	0%
Cc1cc(=O)[nH]c(N/N=C/c2c[nH]c3ccccc23)n1	i	0.4	11%	-8%	0.9	74	12%	92%	23%	-2.2%	3%
Cc1cc(C)c2nc(NNC(=O)c3ccc(S(=O)(=O)N4CC(C)CC(C)C4)cc3)sc2c1 (centres undefined)	i	2.1	8%	2%	9.1	55	1%	27%	4%	3.7%	3%
COc1cc(OC)c(C2C(C(=O)N3CCOCC3)=C(C)NC3=C2C(=O)CC(C)(C)C3)cc1OC (centres undefined)	i	2.1	-6%	-2%	-1.3	78	-4%	2%	8%	-1.2%	-11%
COc1ccc(Cl)cc1Nc1nc(N)nc(C(F)(F)F)n1	i	5.9	9%	5%	2.8	56	17%	6%	6%	-2.2%	-1%
COc1ccc(-c2nn(-c3ccccc3)cc2/C=C2/SC(=S)N(Cc3ccco3)C2=O)c(C)c1	i	0.6	14%	-2%	6.6	74	5%	-5%	7%	-1.0%	10%
CCOC(=O)NC(c1ccc(C(C)C)cc1)C(Cl)(Cl)Cl (centres undefined)	i	0.9	14%	0%	3.0	70	12%	4%	-4%	2.4%	1%
Cc1cc([N+](=O)[O-])nn1CC(=O)NCc1ccc(Cl)cc1	i	0.5	15%	-1%	1.2	57	9%	0%	1%	8.1%	-10%
O=C(O)c1ccc(S(=O)(=O)/N=C2\C=C(Nc3ccccc3F)C(=O)c3ccccc32)cc1	i	1.0	-10%	3%	3.3	43	-8%	22%	12%	13%	-9%
COc1ccccc1C(=O)N=C1NC(=O)CC2C(=O)NCCN12 (centres undefined)	i	0.6	12%	5%	0.2	52	-8%	/	4%	-0.3%	-8%
CN1CCCC(OC(=O)c2ccccc2F)C1 (centres undefined)	i	0.7	8%	5%	0.0	61	7%	-2%	-4%	1.3%	-10%
Cc1ccc(NC(=O)c2noc3c2CCCCC3)cc1C	i	6.4	1%	-6%	0.5	53	-2%	0%	2%	0.1%	-15%
COc1ccc(CCNC(=O)c2cc3c(=O)n4cccc(C)c4nc3n(CC3CCCO3)c2=N)cc1 (centres undefined)	i	3.8	19%	-1%	24	66	0%	-6%	7%	-1.5%	-6%
Cc1cccc(-c2cc3nc(C)c(C)c(NCCCn4ccnc4)n3n2)c1	i	0.2	0%	8%	3.8	52	4%	3%	21%	-2.5%	-5%
Cn1cccc1/C=N/NC(=O)CSc1nc2ccccc2[nH]1	i	0.4	10%	0%	0.3	52	8%	-3%	/	4.0%	4%
CCc1nc(SCc2ccc(C(=O)OC)o2)c2c(=O)n(C)c(=O)n(C)c2n1	i	3.3	4%	5%	7.9	53	4%	-2%	-1%	1.0%	-8%
c1ccc(Nc2nc3ccccc3o2)cc1	i	0.6	0%	1%	-1.0	58	-2%	20%	12%	-0.5%	-7%
Cc1ccc(NC(=O)c2ccc3nc[nH]c3c2)c(O)c1	i	0.5	2%	-8%	1.6	61	-2%	-6%	4%	-2.2%	-2%
N#Cc1c(N)n[nH]c1CCCN	i	7.3	-3%	0%	-1.6	53	-3%	-2%	0%	3.3%	-6%
O=C(NCc1ccon1)C1CCC(=O)N(Cc2cccc(C(F)(F)F)c2)C1 (centres undefined)	?	/	-2%	-2%	1.2	47	-3%	11%	-20%	-0.4%	-10%
Cc1nn(Cc2ccc(C(=O)Nc3ccc(C(=O)OC(C)C)cc3)o2)c(C)c1Cl	i	2.1	-9%	1%	5.9	49	-4%	4%	1%	-1.9%	0%
Cc1cccc(NS(=O)(=O)c2ccc(C3CCCCC3)cc2)c1	i	0.7	0%	1%	15	75	8%	4%	4%	-0.7%	-5%
Cc1cccc2cc(/C=C3\N=C(c4ccccc4)OC3=O)c(N3CCOCC3)nc12	i	0.5	-4%	-4%	-1.4	64	8%	7%	4%	7.8%	-7%
O=C(NNC(=O)c1ccccc1[N+](=O)[O-])c1ccc(NS(=O)(=O)c2cccs2)cc1	i	0.7	10%	-1%	0.0	58	0%	-5%	3%	0.5%	3%
CCN(CC)CCNC(=O)Cn1ncc2ccccc2c1=O	i	1.0	-1%	10%	1.3	52	-11%	-10%	4%	1.1%	-9%
Oc1ccccc1OCC(O)c1ccccc1 (centres undefined)	i	2.2	1%	-5%	-2.1	40	5%	7%	6%	-1.2%	-9%
CNC(=S)Nc1ccc(C)cc1	i	0.0	7%	-2%	1.3	60	6%	-8%	7%	0.4%	-6%
CN(C)c1nc2c(c(N)nn2-c2ccc(Cl)cc2)c(=O)o1	i	1.1	14%	4%	-1.0	103	1%	-3%	5%	-2.4%	-1%
O=C(NC1CC(=O)N(c2ccc(F)cc2)C1)C(=O)c1c[nH]c2ccccc12 (centres undefined)	i	0.6	/	/	-1.2	95	/	-3%	9%	/	/
Cc1cc2[nH]c(=O)c(=O)[nH]c2cc1S(=O)(=O)N1CCN(c2cccc(C(F)(F)F)c2)CC1	?	/	4%	5%	5.5	49	29%	-4%	-13%	-1.2%	3%
O=C(N/N=C/c1sc(=O)n(Cc2ccc(Br)cc2)c1Cl)c1ccco1	?	/	1%	26%	15	20	0%	1%	8%	3.3%	-1%
COc1ccc(F)cc1S(=O)(=O)Nc1cc2c3c(c1)CC(=O)N3CCC2	i	0.8	/	/	0.2	56	/	0%	7%	/	/
COc1cc(NC(=O)CSc2nnc(-c3ccncc3)n2C2CCCCC2)ccc1NC(=O)c1ccco1	i	1.7	-10%	0%	1.7	70	7%	11%	4%	5.4%	-3%
O=C(NCCN1CCN(C(=O)NC2CCCCC2)CC1)NC1CCCCC1	i	0.6	-15%	5%	-1.7	44	14%	1%	5%	-0.4%	-8%
CCCN1CCC(NC(=S)Nc2cccc(Cl)c2Cl)CC1	i	0.2	13%	4%	1.2	35	-10%	2%	2%	-0.8%	-8%

Grouped by structure: those above containing a furan ring, fused or not (5)
SMILES	Myeloid diff MLP	Myeloid diff MLP GFP+ MAC1+ %	GPR55 LPI antagonism	SIAH1 antagonists	NTR1 ag	NTR1 ag cell count 20 µM	GPR35 arrestin U2OS	Salmonella PhoP GFP	Rac1 GTP hydrolysis	HIV peptide binding	LYP inhibition
COc1ccc(-c2nn(-c3ccccc3)cc2/C=C2/SC(=S)N(Cc3ccco3)C2=O)c(C)c1	i	0.6	14%	-2%	6.6	74	5%	-5%	7%	-1.0%	10%
CCc1nc(SCc2ccc(C(=O)OC)o2)c2c(=O)n(C)c(=O)n(C)c2n1	i	3.3	4%	5%	7.9	53	4%	-2%	-1%	1.0%	-8%
Cc1nn(Cc2ccc(C(=O)Nc3ccc(C(=O)OC(C)C)cc3)o2)c(C)c1Cl	i	2.1	-9%	1%	5.9	49	-4%	4%	1%	-1.9%	0%
O=C(N/N=C/c1sc(=O)n(Cc2ccc(Br)cc2)c1Cl)c1ccco1	?	/	1%	26%	15	20	0%	1%	8%	3.3%	-1%
COc1cc(NC(=O)CSc2nnc(-c3ccncc3)n2C2CCCCC2)ccc1NC(=O)c1ccco1	i	1.7	-10%	0%	1.7	70	7%	11%	4%	5.4%	-3%

(list continues)
SMILES	Myeloid diff MLP	Myeloid diff MLP GFP+ MAC1+ %	GPR55 LPI antagonism	SIAH1 antagonists	NTR1 ag	NTR1 ag cell count 20 µM	GPR35 arrestin U2OS	Salmonella PhoP GFP	Rac1 GTP hydrolysis	HIV peptide binding	LYP inhibition
O=C(Nc1ccccc1C(F)(F)F)C1CCN(C(=O)c2cccs2)CC1	i	4.1	-1%	12%	4.2	44	-2%	-4%	7%	1.2%	-8%
Cn1c(SCC(=O)N2CCOCC2)nnc1-c1ccc2ncccc2c1	i	1.2	2%	-4%	-0.4	44	1%	-3%	-10%	0.5%	-1%
Cc1ccc2c(C)c(C(=O)NCc3ccc(S(N)(=O)=O)cc3)oc2c1C	i	0.2	-3%	0%	-0.8	63	3%	-1%	5%	-0.7%	-9%
COc1ccc(NC(=S)NN2C(C)CCCC2C)cc1 (centres undefined)	i	2.1	0%	7%	0.3	39	-22%	3%	7%	3.2%	-10%
CNC(=O)C1CC(=O)N(CCc2ccc(C)cc2)C1 (centres undefined)	i	0.9	10%	2%	-0.1	66	-4%	-2%	-5%	-1.0%	-4%
CCN1CCCC(OC(=O)c2cc(-c3ccc(C)cc3)nc3ccccc23)C1 (centres undefined)	i	0.1	7%	-2%	-0.1	87	8%	-7%	21%	-1.1%	-11%
CCCN(S(=O)(=O)c1ccc(OCC)cc1)S(=O)(=O)c1cccs1	i	0.2	5%	10%	-0.3	84	8%	5%	11%	-3.0%	1%
Clc1ccc(Nc2ncnc3c2nnn3Cc2ccccc2)cc1	i	0.6	14%	10%	1.7	64	10%	-16%	/	2.5%	-13%
CCCCC(CC)CNC(=O)c1ccc2c(c1)OCO2 (centres undefined)	i	7.3	-3%	6%	0.2	37	13%	-5%	1%	0.1%	-6%
